MLLE-PAM2 inh: blocks PAM2 peptide binding to the PABP1 MLLE domain; P11940; AID 588489; actives 0.36% (n = 360,000); inhibition, % at 20 µM; GST-MLLE / FITC-PAM2 fluorescence polarization; in the data active = inhibition above about 35%, passing the limit was not always enough;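 note: plate controls were DMSO wells with GST-MLLE for no effect and wells lacking GST-MLLE protein for full effect; some results filed as inactive read as strong as hits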
Target sequence (P11940 whole entry, looked up, the tested form may be a part): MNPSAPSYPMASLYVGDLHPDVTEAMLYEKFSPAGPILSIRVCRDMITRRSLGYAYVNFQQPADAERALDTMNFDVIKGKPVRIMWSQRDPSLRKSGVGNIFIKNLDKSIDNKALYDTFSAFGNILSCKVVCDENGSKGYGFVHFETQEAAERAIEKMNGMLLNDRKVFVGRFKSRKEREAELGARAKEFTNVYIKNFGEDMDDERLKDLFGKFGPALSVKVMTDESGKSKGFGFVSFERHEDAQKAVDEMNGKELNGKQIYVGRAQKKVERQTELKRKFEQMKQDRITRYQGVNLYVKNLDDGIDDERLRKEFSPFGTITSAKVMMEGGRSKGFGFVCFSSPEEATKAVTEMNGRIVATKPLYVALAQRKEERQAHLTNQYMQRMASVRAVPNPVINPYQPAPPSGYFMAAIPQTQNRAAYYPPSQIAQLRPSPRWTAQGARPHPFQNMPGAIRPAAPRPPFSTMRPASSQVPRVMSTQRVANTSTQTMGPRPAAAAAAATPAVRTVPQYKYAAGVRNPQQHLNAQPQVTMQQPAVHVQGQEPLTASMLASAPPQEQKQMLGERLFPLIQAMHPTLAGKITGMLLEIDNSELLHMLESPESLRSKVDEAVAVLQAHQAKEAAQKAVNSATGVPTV
Tb MetRS inh: Trypanosoma brucei MetRS inhibition. actives 0.4% (n = 360,000). purified T. brucei MetRS, ATP depletion, Kinase-Glo luminescence. AID 624268. inhibition, % at 11.9 µM;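 active = inhibition above a per-plate cutoff of the control wells' mean inhibition plus 3 SD, cut at about 5.5% in these data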;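 note: 0% = DMSO wells median and 100% = median of wells with control inhibitor compound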
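Material: T. brucei methionyl-tRNA synthetase, purified; reagent: substrates ATP, L-methionine and bulk Escherichia coli tRNA; dosing: 11.9 µM single point; timing: 15 min plus 2 h at 25 °C; detection: luminescence of leftover ATP; evaluation: % inhibition; control set: DMSO-only wells as low control; replicates: singlicate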
CSN deneddyl inh: blocks human CSN-mediated cullin deneddylation; Q92905; actives 0.38% (n = 360,000); inhibition, % at 12.5 µM; Purified CSN, SCF-Nedd8-OG deneddylation, fluorescence polarization;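 active = pattern-corrected inhibition above about 35%, with an unprinted fluorescence ratio check between 0.5 and 1.5, limit read from the data, passing the limit was not always enough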;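 note: 0% = enzyme with substrate and 100% = substrate without enzyme; some results filed as inactive read as strong as hits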
Target sequence (Q92905 whole entry, looked up, one chain of several): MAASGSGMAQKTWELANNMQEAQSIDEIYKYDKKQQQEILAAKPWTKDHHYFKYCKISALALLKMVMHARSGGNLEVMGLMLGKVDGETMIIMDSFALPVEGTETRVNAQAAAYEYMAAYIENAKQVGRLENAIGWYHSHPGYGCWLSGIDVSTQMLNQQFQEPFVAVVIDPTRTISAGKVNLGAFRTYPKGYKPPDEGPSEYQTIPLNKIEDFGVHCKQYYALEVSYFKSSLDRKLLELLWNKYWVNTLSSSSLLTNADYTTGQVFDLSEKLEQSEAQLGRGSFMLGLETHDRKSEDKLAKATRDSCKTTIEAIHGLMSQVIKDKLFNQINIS
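Detection – fluorescence polarization · System – HEK293T-derived human Csn5 enzyme · Controls – substrate-only high control, full reaction low control · Timing – 90 min, room temperature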
eLon inh: inhibitors of E. coli Lon protease; inhibition, % at 7.94 µM; purified E. coli Lon protease, fluorescence polarization; actives 0.42% (n = 360,000); P0A9M0; in the data active = inhibition above about 13%, passing the limit was not always enough;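 note: 0% = enzyme with probe and DMSO and 100% = no enzyme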
Rin1-Abl PPI inh: blocks binding of human Rin1 to Abl | actives 0.4% (n = 360,000) | inhibition, % at 7.35 µM | AID 588664 | TR-FRET Rin1/Abl binding, biochemical; in the data active = inhibition above about 5%, passing the limit was not always enough
FAS-TE inh: blocks the thioesterase domain of human fatty acid synthase. inhibition, % at 15 µM. actives 0.67% (n = 360,000). recombinant FAS-TE, OMFH fluorogenic substrate, fluorescence endpoint;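 active = compounds whose normalised, plate-corrected inhibition of enzyme fluorescence in the single-dose primary screen is 50% or more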;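 note: 0% = DMSO with enzyme and 100% = substrate without enzyme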
Neddyl block: blocks human cullin neddylation; calls only at 25 µM; TR-FRET cullin neddylation, biochemical; P61081+Q13564; actives 0.58% (n = 360,000); in the data active = inhibition above about 36%
MsrA inh: inhibits bovine methionine sulfoxide reductase A; AID 651718; inhibition, % at 15.5 µM; purified bovine MsrA, absorbance read-out; actives 0.75% (n = 360,000); in the data active = inhibition above about 4.5%;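 note: 0% = vehicle wells with enzyme and 100% = reference inhibitor wells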
bovine MsrA act: bovine methionine sulfoxide reductase A activation; purified bovine MsrA, absorbance read-out; actives 0.3% (n = 360,000); activation, % at 10.6 µM; AID 602163; in the data active = activation above about 7.5%;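 note: 0% = vehicle and 100% = reference activator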
* marks the source's active call; other numbers are inactive results; i = inactive; · = not tested or not shown. The order is random; about 4% have a hit in one of these screens.

nr	structure	MLLE-PAM2 inh	Tb MetRS inh	CSN deneddyl inh	eLon inh	Rin1-Abl PPI inh	FAS-TE inh	Neddyl block	MsrA inh	bovine MsrA act
1	CCN(CC)C(=O)CSc1nnc([C@@H](N)Cc2ccccc2)o1	18	-1.5	0	-2	1	-4	i	-1.4	-14
2	COC(=O)c1ccc(CSc2ccc3nnc(-c4ccccn4)n3n2)o1	4	0.4	4	-2	4	-5	i	0.9	-2
3	CN(C(=O)c1cccc(NC(=O)Cc2ccc([N+](=O)[O-])cc2)c1)C1CC1	10	0.5	3	-7	3	16	i	1.4	-7
4	NC(Cc1ccc(C(F)(F)F)cc1)c1csc(NC(=O)Nc2ccccc2)n1 (stereo not drawn)	1	77*	1	-25	-3	0	i	-0.2	2
5	COc1cccc(NC(=O)N2CCCC2C(=O)NC2CCCC2)c1 (stereo not drawn)	-1	-1.5	7	3	-1	-4	i	-1.3	-6
6	Cc1ccccc1-n1c(SCC(=O)NCc2cccs2)nc2ccccc2c1=O	11	0.2	5	-6	1	0	i	0.5	-1
7	N/C(=N\OC(=O)c1ccc(Br)cc1)c1ccncc1	0	-1.3	1	-10	2	-11	i	-2.1	-11
8	C[C@@H]1O[C@H](C2CCCC2)Cc2[nH]c(=S)[nH]c(=O)c21	·	-0.8	-1	1	·	-8	i	-0.3	-1
9	CCOC(=O)C(C#N)=C1CCN(Cc2ccccc2)CC1	9	-0.3	-4	8	2	-7	i	0.3	0
10	O=C1NC(Nc2nccs2)(C(F)(F)F)C(=O)N1CCc1ccccc1 (stereo not drawn)	16	-1.2	-1	-7	0	-3	i	0.6	-8
11	CCN(CC(=O)Nc1cccc(OC)c1)C(=O)C1CC(=O)N(Cc2ccccc2Cl)C1 (stereo not drawn)	13	-0.1	1	-11	2	-4	i	0.6	-2
12	Cc1ccc(S(=O)(=O)c2cn(C)c3cc(N4CCN(C)CC4)c(F)cc3c2=O)cc1	-5	0.8	2	2	-5	-7	·	1.9	-3
13	CCOn1c(=O)c(-c2cccc3ccccc23)[n+]([O-])c2ccccc21	2	0.2	0	-9	-1	-4	i	3.5	0
14	O=S(=O)(c1ccc(OCC(O)CN2CCN(c3ccccc3Cl)CC2)cc1)N1CCOCC1 (stereo not drawn)	-1	0.1	-1	0	0	6	i	0.1	0
15	Cc1cccc(CCNS(=O)(=O)c2ccc3c(c2)n(C)c(=O)c(=O)n3C)c1	-18	-0.4	0	-10	2	-5	i	-0.6	-5
16	CCN1CCN(C(=O)c2ccccc2NC(=O)c2ccc(Cl)cc2)CC1	-3	-0.4	-3	-14	-2	-5	i	-0.3	-5
17	Cc1cc(OCc2nn[nH]n2)c2c(C)c(CC(=O)O)c(=O)oc2c1	5	-0.6	-6	-7	2	-6	·	0.9	-7
18	CCC(=O)N1CCC1(C)C(=O)Nc1ccc(OC(F)F)cc1 (stereo not drawn)	5	-0.3	-1	-4	0	-2	i	-0.8	-1
19	CC(=O)Nc1ccc(Br)c2ccccc12	17	-0.1	-5	4	-44	-3	i	1.0	-5
20	Cc1nn(-c2ccccc2)c(C)c1CN(C)C(=O)c1ccc(S(=O)(=O)NCc2ccco2)cc1	-5	0.1	17	1	0	-5	i	-0.6	-2
21	NC(=O)CC[C@H](NC(=O)[C@H](Cc1ccccc1)n1c(=O)[nH]c2ccccc2c1=O)C(=O)N1CCC[C@H]1C(=O)O	-3	0.1	6	-3	-1	-3	i	0.0	-2
22	Cc1ccc2nc(SCC(=O)Nc3ccc(F)cc3F)[nH]c2c1	-32	1.2	6	-5	-3	10	i	0.7	-8
23	C/C=C(\C)CN1CCCC(CO)(Cc2ccccc2)C1 (stereo not drawn)	-9	-0.9	1	8	3	-3	i	1.6	-7
24	CCCC(=O)NCCc1nc2ccccc2n1C	3	0.2	0	0	-2	-4	i	0.7	1
25	NC(=O)c1ccc(N=Cc2ccc([N+](=O)[O-])s2)cc1	-6	0.2	11	-20	0	-7	i	1.4	5
26	CCOC(=O)C1(C(=O)OCC)NC(=O)CC1CC(C)C (stereo not drawn)	-4	-0.3	-5	-3	2	-10	i	-1.4	-1
27	CN(CC(=O)Nc1ccc(Cl)cc1)C(=O)CNC(=O)Cc1cccc2ccccc12	-2	-0.7	3	-1	4	4	i	-0.5	-7
28	N/C(=N\OC(=O)c1ccco1)c1cccc(Br)c1	-3	-1.5	-2	-3	0	0	i	3.4	-10
29	CCCCCCc1nc2c(=O)[nH]c3ccccc3c2o1	3	-1.6	-1	1	1	-4	i	1.9	1
30	O=[N+]([O-])c1ncn(Cc2c(Cl)cccc2Cl)n1	-4	0.0	-7	3	1	-8	i	-0.4	-1

Marked active in Tb MetRS inh, among the entries above:
| item | Compound | MLLE-PAM2 inh | Tb MetRS inh | CSN deneddyl inh | eLon inh | Rin1-Abl PPI inh | Neddyl block | MsrA inh | bovine MsrA act |
| --- | --- | --- | --- | --- | --- | --- | --- | --- | --- |
| 4 | NC(Cc1ccc(C(F)(F)F)cc1)c1csc(NC(=O)Nc2ccccc2)n1 (stereo not drawn) | 1 | 77* | 1 | -25 | -3 | i | -0.2 | 2 |

Shown with one line to a screen: part of the list above
7	N/C(=N\OC(=O)c1ccc(Br)cc1)c1ccncc1
27	CN(CC(=O)Nc1ccc(Cl)cc1)C(=O)CNC(=O)Cc1cccc2ccccc12
assay / compound,7,27
MLLE-PAM2 inh,0,-2
Tb MetRS inh,-1.3,-0.7
CSN deneddyl inh,1,3
eLon inh,-10,-1
Rin1-Abl PPI inh,2,4
FAS-TE inh,-11,4
Neddyl block,i,i
MsrA inh,-2.1,-0.5
bovine MsrA act,-11,-7

The list continues:
nr	structure	MLLE-PAM2 inh	Tb MetRS inh	CSN deneddyl inh	eLon inh	Rin1-Abl PPI inh	FAS-TE inh	Neddyl block	MsrA inh	bovine MsrA act
31	COCCNC(=O)CN(C(=O)CCC(=O)Nc1ccccn1)c1ccc(OC)cc1	4	-1.7	-5	-7	0	-1	i	-1.9	-1
32	OCC1(Cc2ccccc2)CCN(Cc2cnc(-c3ccc(Cl)cc3)nc2)CC1	7	0.1	-2	2	-3	20	i	-0.7	-1
33	O=C(CCc1nc2ccccc2c(=O)[nH]1)OCc1ccc(-c2ccccc2)cc1	-39	0.1	-4	-10	3	-7	i	0.6	-1
34	CS(=O)(=O)NCCSCc1c(Cl)cccc1Cl	-7	-0.5	2	-5	-2	-6	i	-0.8	-8
35	O=C(c1cc(N2CCOCC2)c(F)cc1[N+](=O)[O-])N1CCOCC1	6	-0.8	4	-5	-2	-6	i	2.8	-7
36	Cc1cc(C(=O)CSCCCn2c(=O)[nH]c3ccccc32)c(C)n1C	18	-0.6	-3	5	3	-8	i	-0.3	-8
37	Cc1nnc(SCC(=O)N/N=C/c2cn(-c3ccccc3)nc2-c2ccccc2)n1-c1ccccc1	5	-1.2	0	-7	2	11	i	2.5	6
38	O=C(CN1CCN(Cc2ccccc2Cl)C1=O)NCc1ccco1	-1	-0.2	1	-3	1	-8	i	1.2	-2
39	COC(=O)c1ccc(-c2c(-c3ccccc3)ncc3cc(OC)c(OC)cc23)cc1	-35	-0.5	0	6	0	15	i	0.0	-13
40	O=C(Nc1ccccc1)[C@@H]1CC=C[C@@H]2CCN(Cc3ccccc3)C(=O)[C@@H]21	-5	-0.4	1	2	1	-5	i	1.5	-2
41	CC1=NN(CCC#N)C(=O)/C1=C/c1ccc(N(C)C)cc1	-84	-0.5	7	-43	-21	-3	i	0.8	-2
42	CNC(=O)COc1ccccc1C(=O)Nc1ccc2c(c1)oc1ccccc12	-10	-0.9	-3	6	-17	-7	i	0.7	-13
43	CCCS(=O)(=O)c1nc(S(=O)(=O)c2ccc(C)cc2)c(N2CCN(CC)CC2)s1	11	-0.3	0	9	2	1	i	0.0	-6
44	CCCOc1ccc(F)cc1-c1cc(C(=O)NCc2ccc(F)cc2)[nH]n1	15	-0.3	3	7	-3	22	i	-0.2	0
45	CC1CC(NC(=O)N(C)C)N(C)C(=O)N1 (stereo not drawn)	-16	-0.7	-12	3	-1	-9	i	-0.7	-7
46	Cc1cc(N2CCCC2)nc(SCC(=O)c2ccccc2)n1	18	-0.2	-4	-2	0	-1	i	0.9	-5
47	CCOc1ccc(C(=O)Nc2cccc(-c3cc4ccccc4oc3=O)c2)cc1[N+](=O)[O-]	5	-1.2	11	0	-3	23	i	1.9	-10
48	COC(=O)C1=CN(c2ccc(OC)cc2)C=C(C(=O)OC)C1c1ccc([N+](=O)[O-])cc1	7	-0.6	4	6	2	36	i	0.7	-7
49	O=C(c1ccc2c(c1)OCO2)C1CCCN(Cc2cn[nH]c2-c2cccc(F)c2)C1 (stereo not drawn)	1	-1.4	3	-1	2	2	i	0.7	-3
50	CCn1c(C)nc2cc(C(=O)N/N=C/c3cccc(OC)c3O)ccc21	5	0.0	-4	-2	0	-5	i	2.3	-5
51	COc1ccc(NC(=O)COC(=O)C2CC2)c(OC)c1	5	-0.4	0	-7	4	-3	i	0.0	-5
52	CCCS(=O)(=O)N1CCN(C(=O)c2cccs2)CC1	-3	-0.1	5	-4	-2	-8	i	-0.8	-2
53	CC(=O)N1CCc2cc(S(=O)(=O)N3CCc4ccccc4C3)ccc21	8	-0.9	-4	-5	2	-5	i	1.9	-9
54	CC1=C(C(=O)N2CCOCC2)CC(CC(=O)NC2CCCCC2)C(=O)N1Cc1ccc(F)cc1 (stereo not drawn)	0	-0.2	2	-7	3	-5	i	0.1	-2
55	COc1cc(/C=C2\SC(=O)N(CC(=O)Nc3cccc(C)c3)C2=O)ccc1OC(C)C(=O)O (stereo not drawn)	-1	0.8	2	-3	-2	2	i	4.5	-5
56	Cc1c(C(=O)Nc2ccc3c(c2)OCCO3)oc2ccc(Br)cc12	3	0.1	-2	6	-4	30	i	2.6	-12
57	COc1cccc(NC(=S)NCc2ccco2)c1	8	0.0	-6	-4	-4	-6	i	2.0	-1
58	Cc1ccc(NC2CCCN(C(=O)CCN3CCOCC3)C2)cc1C (stereo not drawn)	-2	0.1	-2	-1	0	-4	i	-0.5	-3
59	CCN(c1ccc(OCC(=O)OCC(=O)c2c(N)n(C)c(=O)n(C)c2=O)cc1)S(=O)(=O)c1ccccc1	-13	-0.5	-7	-3	2	13	i	0.0	-3
60	O=C(c1ccc(O)cc1)c1ccc(C(=O)O)c(C(=O)O)c1	-1	1.4	2	-11	-1	-8	i	1.0	-4
61	CCC1=Nc2cc(C(=O)NCc3ccco3)ccc2Sc2ccc(Cl)cc21	-9	0.2	10	2	-2	17	i	2.9	-5
62	CC(C)(C)c1ccc(S(=O)(=O)NCC(=O)N2CCN(Cc3ccccc3)CC2)cc1	1	-0.4	1	-5	4	4	i	-0.3	-3
